CRFR2-BP ag: CRF-BP/CRF-R2 complex agonism; HEK293 CRF-R2/CRF-BP, calcium dye fluorescence (FLIPR); percent of saturating CRF peptide response; activation, % at 13.2 µM; 350,000 tested, 0.46% active;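 active means activation of at least 50%, plus an integration ratio under a set limit after plate pattern correction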;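 further: plate controls were neutral control wells without compound for no effect and CRF at EC100 for full effect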
M5 PAM: CHRM5 positive allosteric modulation | 360,000 tested, 0.3% active | CHO-K1 hM5, Fluo-8 calcium, ACh EC20 PAM; 0% = ACh EC20, 100% = ACh EC100 | AID 624038 | activation, % at 3 µM;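 active means activation above the run cutoff, the mean activation of all test compounds plus 3 SD, cut at about 18% in these data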
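System – CHO-K1 hM5 cells · Compound – 3 µM, single dose · Incubation – compound preincubation 140 s before EC20 acetylcholine addition · Technique – Fluo-8 calcium fluorescence · Measure – Max/basal fluorescence ratio as % of EC20–EC100 ACh window · Benchmarks – low control EC20 acetylcholine (0%), high control EC100 acetylcholine (100%) · Replication – singlicate, one well per test compound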
M5 antag: CHRM5 antagonism in calcium assay; P08912; CHO-hM5 cells, Fluo-8 calcium fluorescence, ACh EC80; inhibition, % at 3 µM; 360,000 tested, 0.59% active; AID 624040;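 active means inhibition above a per-plate cutoff, the mean of that plate's test compounds plus 3 SD, cut at about 27% in these data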;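 further: 0% = acetylcholine EC80 with DMSO and 100% = DMSO without agonist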
CRFBP-R2 block: antagonists of CRF-binding protein/CRF-R2 receptor complex; 350,000 tested, 0.59% active; HEK293 CRF-R2/CRF-BP, CRF-induced calcium fluorescence; inhibition, % at 11.8 µM; AID 588475;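 active means inhibition of the ligand-induced calcium signal above about 50% at the single tested concentration, limit read from the data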
TAAR1 antag: human TAAR1 antagonism. 360,000 tested, 1.5% active. AID 624466. inhibition, % at 3 µM. Q96RJ0. CHO RD-HGA16 TAAR1, Fluo-8 calcium fluorescence, antagonist;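 active means inhibition above a per-plate cutoff, the mean inhibition of test compounds on that plate plus 3 SD, cut at about 49% in these data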;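 further: 0% = DMSO plus EC80 beta-PEA response and 100% = DMSO alone without agonist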
Target sequence (Q96RJ0 whole entry, looked up): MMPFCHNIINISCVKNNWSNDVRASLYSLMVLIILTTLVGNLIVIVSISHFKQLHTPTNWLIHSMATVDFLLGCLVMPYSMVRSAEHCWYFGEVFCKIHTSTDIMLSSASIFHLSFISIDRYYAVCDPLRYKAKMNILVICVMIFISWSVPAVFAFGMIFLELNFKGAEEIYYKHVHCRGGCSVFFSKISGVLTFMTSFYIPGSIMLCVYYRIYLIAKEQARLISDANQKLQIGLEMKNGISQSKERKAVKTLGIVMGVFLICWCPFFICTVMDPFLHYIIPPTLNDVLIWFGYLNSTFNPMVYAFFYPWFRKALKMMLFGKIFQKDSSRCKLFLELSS
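System: CHO RD-HGA16 cells bearing hTAAR1. Reagent: EC80 β-phenethylamine stimulus. Schedule: seeding 17-24 h prior, 75-min 37 °C, 30-min RT dye loading. Signal: Fluo-8 intracellular calcium dye fluorescence, real-time kinetic reads. Read-out: % inhibition from peak post-agonist over basal fluorescence ratio. Benchmarks: vehicle wells and EC80 agonist wells. Replicates: n of 1.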
TAAR1 ag: human TAAR1 agonism; Q96RJ0; AID 624467; CHO RD-HGA16 TAAR1, Fluo-8 calcium fluorescence; vehicle wells 0%, saturating PEA agonist 100%; activation, % at 3 µM; 360,000 tested, 0.99% active;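 active means activation above the mean activation of all test compounds in the run plus 3 SD, cut at about 38% in these data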
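test system = CHO RD-HGA16 cells carrying human TAAR1 plus Gα16 | schedule = 17-24 h seeding, 75 min 37 °C dye, 30 min RT | compound dosing = 3 µM single concentration | control set = DMSO and PEA EC100 | replicates = n 1 | signal = Fluo-8 fluorescence, 5 s baseline then 140 s kinetic read | measure = percent activation vs PEA EC100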
CHRM4 PAM: potentiates acetylcholine response at human M4 receptor | P08173 | CHO-K1 hM4/Gqi5, Fluo-8 calcium fluorescence, ACh EC20; 0% = ACh EC20, 100% = maximal ACh | activation, % at 3 µM | 360,000 tested, 0.4% active | AID 624126;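 active means activation above its plate's cutoff, the mean activation of sample wells plus 3 SD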; further: some results filed as inactive read as strong as hits
Target sequence (P08173 whole entry, looked up): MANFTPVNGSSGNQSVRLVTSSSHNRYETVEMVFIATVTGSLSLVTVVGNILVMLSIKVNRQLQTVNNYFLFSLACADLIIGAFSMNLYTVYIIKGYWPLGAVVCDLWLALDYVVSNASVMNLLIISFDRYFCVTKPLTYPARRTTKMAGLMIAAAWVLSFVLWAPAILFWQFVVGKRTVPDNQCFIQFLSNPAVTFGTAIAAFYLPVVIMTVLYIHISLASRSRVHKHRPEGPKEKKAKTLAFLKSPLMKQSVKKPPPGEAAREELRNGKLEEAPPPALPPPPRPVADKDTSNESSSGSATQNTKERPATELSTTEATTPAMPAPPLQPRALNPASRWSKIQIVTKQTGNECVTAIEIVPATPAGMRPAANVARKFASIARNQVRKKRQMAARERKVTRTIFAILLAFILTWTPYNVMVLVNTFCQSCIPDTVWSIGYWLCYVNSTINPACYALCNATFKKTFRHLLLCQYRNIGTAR
CHO-K1 Ca PAM: M1 PAM counterscreen hit in parental CHO-K1 cells; activation, % at 3 µM; AID 602247; ATP EC20, Fluo-8 calcium fluorescence; 0% at ATP EC20, 100% at ATP max; 360,000 tested, 0.02% active;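 active means activation above the run cutoff, the mean activation of all test compounds plus 3 SD, cut at about 40% in these data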;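 further: peak over basal fluorescence ratio in a 140 s read after ATP addition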
M5 ag: agonists of human muscarinic M5 receptor (CHRM5); P08912; CHO-K1 hM5 cells, Fluo-8 calcium fluorescence; 0% DMSO wells, 100% maximal acetylcholine response; activation, % at 3 µM; 360,000 tested, 0.19% active;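 active means activation above the run's mean over test compounds plus 3 SD, cut at about 23% in these data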;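 further: signal is peak over basal fluorescence ratio across the kinetic read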
The depositor's hits bear a star; x = not tested or not shown. Only part of the results is shown. The share of hits here may be higher or lower than overall.

compound	CRFR2-BP ag	M5 PAM	M5 antag	CRFBP-R2 block	TAAR1 antag	TAAR1 ag	CHRM4 PAM	CHO-K1 Ca PAM	M5 ag
COC(=O)C1=C(c2cccc(C#N)c2)C[C@@H]2CC[C@H]1N2C(=O)NCCOc1ccccc1Cl	0.6	-4	7	0	8	4	5	2	-3
O=C(Nc1ccc2c(c1)OCO2)c1cn(Cc2ccc(F)cc2)nn1	-1.1	0	-4	23	4	13	4	15	1
CCOc1ccc(C(=O)OC2CC3CCC(C2)N3C)cc1 (configuration not stated)	-0.4	-21	12	4	-11	9	-1	16	-11
C=CCc1cc(OC)c2c(c1)OCO2	-0.1	-2	8	8	-8	1	-3	5	1
CC(=O)N1CCN(c2ccc([N+](=O)[O-])cc2C=C2C(=O)NC(=O)NC2=O)CC1	1.3	3	-3	29	1	2	2	0	4
O=[N+]([O-])c1ccc(N2CC2)c([N+](=O)[O-])c1	-2.3	-6	21	0	-12	0	-4	-6	-1
CCOc1ccccc1-n1c(O)c(C=Nc2ccc(N(CC)CC)cc2)c(=O)[nH]c1=O	22	1	0	-6	16	4	1	9	1
OC[C@H]1O[C@@H](n2cnc3cc(Cl)c(Cl)cc32)[C@H](O)[C@@H]1O	-3.0	0	3	-13	-14	0	-5	3	1
C=C1C(=O)OC2CC3(C)OC3C3OC3C3=CC(OC3=O)C12 (configuration not stated)	x	3	0	x	8	2	2	-15	3
C[C@]12CCC3C(CC[C@H]4C[C@@H](O)CC[C@]34C)C1C[C@@H](Br)[C@@H]2O (some centres not stated)	1.4	x	x	3	-2	4	x	x	x
Cc1nc2cc(-c3ccccc3)nn2c(C)c1CCC(=O)N1CCC2(CC1)OCCO2	0.7	11	-7	8	8	4	6	-7	1
CC(=O)N1CN2CN(C1)CN(C(C)=O)C2	0.5	1	-13	3	1	3	7	-4	4
O=C(Cc1c[nH]c2ccccc12)NNCc1ccc(N(CCCl)CCCl)cc1	-1.5	10	2	-1	17	0	0	7	3
CCOC(=O)C1=C(C)N(C)C2(C)CC1c1ccccc1O2 (configuration not stated)	2.1	1	-2	3	2	13	23	22	-4
COc1ccc(C(=O)CC2(CC(=O)c3ccc(OC)cc3)C(=O)N(C)C(=O)N(C)C2=O)cc1	1.2	3	-5	14	-1	15	-2	12	0
C=CCN1C(=O)NC(=O)/C(=C/C=C/c2ccccc2)C1=O	5.4	6	-8	-44	22	14	2	8	2
C=C(C)c1cccc(C(C)(C)NC(=O)NC2CN3CCC2CC3)c1 (configuration not stated)	-0.6	-8	2	-11	-10	2	-6	20	-6
COc1cccc(N2C(=O)CC(=O)NC2=O)c1	5.2	2	0	-4	15	5	-5	13	0
CC1CC2(C)C(CCC3C2CCC2(C)C(OP(=O)(N4CC4)N4CC4)CCC32)CC1=O (configuration not stated)	3.1	3	4	36	-17	1	-2	8	-3
C=C1C(=O)O[C@@H]2C[C@@H](C)[C@H]3C=CC(=O)[C@]3(O)C[C@@H]12	-0.6	5	-1	4	-1	0	5	-6	3
COC(=O)C12CCc3c(ccc4cc(OC)ccc34)C1=CC(=O)C2 (configuration not stated)	-1.9	3	-2	60*	-8	0	-1	-6	-2
Nc1nonc1OCCCCOc1nonc1N	0.6	-1	9	-6	4	1	-2	9	0
O=C(C1CCN(S(=O)(=O)N2CCOCC2)CC1)N1CCC2(CC1)OCCO2	1.2	-5	1	4	-16	2	-1	12	1
O=C1NCN(c2ccccc2)C12CCN(C(c1cccs1)c1nnnn1-c1ccc3c(c1)OCCO3)CC2 (configuration not stated)	x	-1	5	x	32	5	-4	9	8
COc1cccc2c1O[C@H]1C(=O)CC[C@H]3CN(C)CCC231 (some centres not stated)	1.5	13	0	0	9	6	13	30	1
CCN(CC)C(=O)c1ccc(NC(=O)CNC(C)c2cccc3ccccc23)cc1 (configuration not stated)	0.2	1	12	-7	-11	8	-3	3	0
CCOP(=O)(OCC)c1cccc(OP(=O)(c2cccc([N+](=O)[O-])c2)c2cccc([N+](=O)[O-])c2)c1	-2.0	9	-1	11	-47	8	-5	-11	1
Cn1cc(C(O)CN2CCCCC2)c2ccccc21 (configuration not stated)	-0.7	0	8	14	-3	-1	-1	13	-1
NNc1n[nH]c(=S)n1N	0.3	-3	6	-1	-28	-1	-1	16	-1
CC1=C(C(=O)OC(C)C)[C@]2(C(=O)N(CC(N)=O)c3ccccc32)C(C#N)=C(N)O1	-1.2	-6	0	5	11	9	-5	0	-4
COc1cc(CN2CCNCC2)cc(OC)c1OC	0.1	-3	3	-3	8	3	-4	-4	0
CNS(=O)(=O)c1ccc(N=Cc2c(O)n(-c3ccc(C)cc3)c(=O)[nH]c2=O)cc1	0.4	-4	-2	0	-9	3	3	-10	1
COc1ccc(NC(=O)c2cn(CCC#N)nc2-c2cccc([N+](=O)[O-])c2)cc1	-1.3	7	-4	-9	17	1	-3	16	3
COc1ccc(/C=C2/C(=O)NC(=S)N(C3CC3)C2=O)cc1CN1C(=O)c2ccccc2C1=O	-3.8	-7	12	11	16	-1	12	17	-1
Cn1ncnc2c(=O)n(C)c(=O)nc1-2	-1.6	3	4	16	x	x	6	4	7
CC(C)(C)n1cc(C(=O)c2ccc3ccccc3c2O)cn1	-1.7	-2	3	0	-2	0	2	21	-1
CC1(C)C(c2ccccc2)=NC(c2cccnc2)=[N+]1[O-]	2.2	1	-3	16	5	0	0	-4	-3
CN1C(=O)C(Cc2ccsc2)C(=O)N(C)C1=O	-0.4	3	-10	20	3	3	13	16	-1
O=c1c2ccccc2nc(/C=C/c2ccccn2)n1-c1ccccc1	-0.1	0	0	1	0	4	-2	3	5
CCn1c(C)cc(/C=C2\C(=O)NC(=O)N(c3ccccc3C)C2=O)c1C	0.6	2	1	10	-15	2	5	4	-2
CCCCOC(=O)C1=C(N)OC2=C(C(=O)CC(C)(C)C2)[C@]12C(=O)N(C)c1ccccc12	1.3	5	-3	-20	12	1	10	8	-1
Cc1ccc(OCC(=O)N2CCN(Cc3ccc([N+](=O)[O-])cc3)CC2)cc1	1.8	-6	10	23	14	-2	-4	6	-2
Cc1nc2c(-c3ccccc3)c(C)nn2c(C)c1CCC(=O)N1CCC2(CC1)OCCO2	-0.6	3	0	-8	1	8	11	-5	2
COc1ccc(O)c(CN2CCCC(C(=O)c3ccccc3SC)C2)c1 (configuration not stated)	0.9	-9	12	-11	14	-1	-9	-4	-11
Cc1ccccc1-n1c(O)c(C=NCCN2CCOCC2)c(=O)[nH]c1=O	3.0	-2	-1	-12	5	-4	20	-6	1
COc1ccc(N=C(C)c2c(O)[nH]c(=O)[nH]c2=O)cc1	-1.1	-9	7	5	-3	-3	-4	2	0
O=c1[nH]c2ccccc2n1C1CCN(C(c2cccc3ccccc23)c2nnnn2-c2ccc3c(c2)OCCO3)CC1 (configuration not stated)	x	-14	13	x	45	18	-12	14	5
CCOP(=O)(OCC)C1(C(=O)O)CCCC1	-1.7	-14	15	7	-8	3	-10	15	4
Cc1ccc(S(=O)(=O)N2CCN(C(=O)COC(=O)Cc3ccccc3)CC2)c(C)c1	1.1	-4	2	-7	-7	2	-4	-25	1
O=[N+]([O-])c1ccc(Cl)cc1	-1.2	2	1	11	13	1	10	16	3

Copied from the list.
Under M5 PAM, CNS(=O)(=O)c1ccc(N=Cc2c(O)n(-c3ccc(C)cc3)c(=O)[nH]c2=O)cc1 is entered as -4
Under TAAR1 antag, COc1ccc(/C=C2/C(=O)NC(=S)N(C3CC3)C2=O)cc1CN1C(=O)c2ccccc2C1=O is entered as 16
Under CRFBP-R2 block, O=c1c2ccccc2nc(/C=C/c2ccccn2)n1-c1ccccc1 is entered as 1
Under M5 antag, Cc1nc2c(-c3ccccc3)c(C)nn2c(C)c1CCC(=O)N1CCC2(CC1)OCCO2 is entered as 0
Under TAAR1 antag, Cc1ccccc1-n1c(O)c(C=NCCN2CCOCC2)c(=O)[nH]c1=O is entered as 5

2 of the compounds above, with two lines to a compound.
Under each structure – CRFR2-BP ag, M5 PAM, M5 antag, CRFBP-R2 block, TAAR1 antag, TAAR1 ag, CHRM4 PAM, CHO-K1 Ca PAM, M5 ag
> CN1C(=O)C(Cc2ccsc2)C(=O)N(C)C1=O
→ -0.4, 3, -10, 20, 3, 3, 13, 16, -1
> O=c1c2ccccc2nc(/C=C/c2ccccn2)n1-c1ccccc1
→ -0.1, 0, 0, 1, 0, 4, -2, 3, 5

High-throughput results: PubChem BioAssay, several laboratories
